# SMARCA2 activ = SMARCA2 function activation, primary screen; MG213 cells, MMTV-luciferase reporter, dexamethasone, overnight; AID 652017; 370,000 compounds, 1% hits; activation, % at 9.1 µM; in the data active = activation above about 7.8%;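 note: 0% = vehicle wells and 100% = reference activator wells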
# GC-B act = GC-B (human) receptor activation; HEK293-GC-B cells, CNP EC30, cGMP TR-FRET; 0% at EC30 CNP, 100% saturating CNP; 370,000 compounds, 0.11% hits; activation, % at 10 µM; P20594; AID 1920062;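 active = activation at 10 µM reaching about 35% in either raw or pattern-adjusted values, limit read from the data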
# ssDAF-12 act = activates DAF-12 receptor from parasite S. stercoralis; AID 652126; 370,000 compounds, 1% hits; activation, % at 6.8 µM; HEK293 ssDAF-12/GRIP1 lit1-tk-luc reporter, luminescence; % of 3 µM dafachronic acid response;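 active = activation above the mean over all tested compounds plus 3 SD, cut at about 0.9% in these data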;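 note: 0% = DMSO-only wells and 100% = 3 µM delta7-dafachronic acid wells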
# hcDAF-12 act = activates DAF-12 receptor from parasite H. contortus. HEK293 hcDAF-12 lit1-tk-luc reporter, luminescence; 0% DMSO, 100% Δ7-dafachronic acid. activation, % at 6.8 µM. 370,000 compounds, 1.4% hits;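 active = activation above the mean of all tested compounds plus 3 SD, cut at about 5.5% in these data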;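 note: 100% = response to 3 µM Δ7-dafachronic acid high control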
# NPR1 activator = GC-A (human) enzyme activation | HEK293 GC-A cells, cGMP TR-FRET, EC30 ANP; 0% at EC30 ANP, 100% saturating ANP | activation, % at 10 µM | 370,000 compounds, 0.14% hits | AID 1671463; in the data active = activation above about 40%
# sPLA2-III inh = Blocks human group III sPLA2 activity. Q9NZ20. QFRET BODIPY PC-A2 liposome hydrolysis, fluorescence. inhibition, % at 12.2 µM. 370,000 compounds, 0.56% hits. AID 743126;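 active = inhibition above mean plus 3 SD of compounds lying within the high and low control bounds, cut at about 19% in these data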;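 note: 0% = median of test compound wells and 100% = no enzyme DMSO wells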
# Target sequence (Q9NZ20 whole entry, looked up): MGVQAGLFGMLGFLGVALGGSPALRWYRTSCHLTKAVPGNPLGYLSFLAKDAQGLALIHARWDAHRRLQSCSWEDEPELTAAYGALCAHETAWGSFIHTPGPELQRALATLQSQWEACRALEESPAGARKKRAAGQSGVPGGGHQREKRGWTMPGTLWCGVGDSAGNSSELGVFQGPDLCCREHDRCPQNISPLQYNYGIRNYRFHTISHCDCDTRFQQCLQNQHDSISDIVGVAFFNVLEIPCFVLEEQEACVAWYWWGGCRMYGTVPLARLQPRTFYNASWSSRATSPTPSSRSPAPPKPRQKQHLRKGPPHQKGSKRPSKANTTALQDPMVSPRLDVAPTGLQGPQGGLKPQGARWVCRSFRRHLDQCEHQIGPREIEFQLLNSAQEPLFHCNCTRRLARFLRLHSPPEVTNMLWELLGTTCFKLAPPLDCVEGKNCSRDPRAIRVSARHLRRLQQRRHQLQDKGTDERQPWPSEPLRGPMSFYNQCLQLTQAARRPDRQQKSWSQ
# DAX1 inh-1 = inhibits human nuclear receptor DAX1. AID 504766. P51843. inhibition, % at 6.75 µM. HEK293 Gal4-DAX1 luciferase reporter, luminescence. 340,000 compounds, 0.99% hits;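 active = inhibition above the mean over all tested compounds plus 3 SD, cut at about 4.2% in these data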;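 note: 0% = DAX1-transfected cells with DMSO and 100% = empty-vector control cells with DMSO; inhibition shows as a rise in luminescence from relieved DAX1 repression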
# Target sequence (P51843 207-470 limits assumed): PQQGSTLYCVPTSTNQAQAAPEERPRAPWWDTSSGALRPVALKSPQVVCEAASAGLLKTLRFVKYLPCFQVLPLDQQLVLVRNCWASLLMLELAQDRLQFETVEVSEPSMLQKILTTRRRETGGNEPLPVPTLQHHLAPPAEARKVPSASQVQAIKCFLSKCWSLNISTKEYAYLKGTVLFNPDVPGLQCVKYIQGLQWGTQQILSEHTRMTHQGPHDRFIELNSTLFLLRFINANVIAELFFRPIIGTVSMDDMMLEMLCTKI
# GAA850 FXN act = increases GAA850 frataxin promoter reporter activity | 360,000 compounds, 0.56% hits | HEK293 lucGAA850 FXN promoter luciferase reporter, 24 h; percent of 10 µM SAHA response | activation, % at 6 µM | AID 540364;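 active = activation above the average of all compounds screened plus 3 SD, cutoff fixed separately per campaign, cut at about 7.5% in these data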;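 note: 0% = DMSO wells and 100% = 10 µM SAHA wells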
# KLK7 zymogen act = activates the human kallikrein-7 zymogen; purified proKLK7, EDANS-DABCYL substrate fluorescence; 100% is mature enzyme control, 0% vehicle; activation, % at 7 µM; 370,000 compounds, 0.9% hits; AID 652039;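 active = activation above the mean of all tested compounds plus 3 SD, computed per campaign excluding outliers beyond control limits, cut at about 13% in these data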
# Target sequence (P49862 whole entry, looked up): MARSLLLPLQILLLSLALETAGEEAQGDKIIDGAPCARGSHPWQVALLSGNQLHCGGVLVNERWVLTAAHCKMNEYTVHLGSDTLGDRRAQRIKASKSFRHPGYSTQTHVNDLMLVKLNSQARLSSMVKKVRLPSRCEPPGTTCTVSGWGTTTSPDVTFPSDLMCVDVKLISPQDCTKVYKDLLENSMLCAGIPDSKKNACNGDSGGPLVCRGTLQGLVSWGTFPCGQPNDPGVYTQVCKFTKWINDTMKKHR
# DAX1 inh-2 = DAX1 (NR0B1) inhibition, primary screen; HEK293T StAR-luciferase reporter, SF-1/DAX-1 repression relief; inhibition, % at 6.8 µM; 370,000 compounds, 1.1% hits; AID 652010;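 active = inhibition above the mean over all tested compounds plus 3 SD, cut at about 3.6% in these data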;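 note: 0% = DAX-1 cells with DMSO and 100% = cells lacking DAX-1 with DMSO; higher inhibition means more luminescence from relief of DAX-1 repression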
# hgDAF12 agonist = activates the H. glycines DAF-12 receptor ligand-binding domain; activation, % at 6.8 µM; HEK293 GAL4-hgDAF12 UAS-luciferase reporter, agonist luminescence; normalized to butyrate control; 370,000 compounds, 1.8% hits;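 active = activation above a cutoff set at the mean of all screened compounds plus 3 SD, cut at about 10% in these data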;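 note: 0% = DMSO wells and 100% = sodium butyrate wells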
# An asterisk follows results filed as active; · = not tested or not shown.
SMILES,SMARCA2 activ,GC-B act,ssDAF-12 act,hcDAF-12 act,NPR1 activator,sPLA2-III inh,DAX1 inh-1,GAA850 FXN act,KLK7 zymogen act,DAX1 inh-2,hgDAF12 agonist
COc1ccc(-c2c(-c3ccc(OC)nc3)c3ccccc3n2C)cc1,-2,-1,-0.9,0.0,-4,11,0.2,0.4,-19,-0.5,1.0
Cc1cc(C)n(-c2ccc(F)cc2)c(=O)c1C#N,1,-1,-1.7,-1.0,0,2,-1.0,1.6,-0.2,0.1,0.3
CCOc1ccc(CCNC(=O)CN2C(=O)NC3(CCCCC3C)C2=O)cc1OCC (stereo not given),-2,0,-0.9,0.1,2,11,-0.2,1.0,-0.2,0.1,-0.5
COc1ccc(C(=O)NC2CCN(S(=O)(=O)Cc3ccccc3)CC2)c(OC)c1,0,2,-0.9,-1.0,2,3,-0.7,-2.1,1.6,-0.1,2.6
CCCCn1c(N)c(N(CCOC)C(=O)COC(=O)COc2cc(C)ccc2Cl)c(=O)[nH]c1=O,-3,1,-0.4,-1.8,1,-7,0.1,0.1,0.8,2.0,-0.4
COCCN(C(=O)COC(=O)CCCOc1ccccc1)c1c(N)n(Cc2ccccc2)c(=O)[nH]c1=O,-1,-2,-0.5,0.6,0,-2,2.0,1.1,-0.7,0.7,-2.5
O=C(CSc1nc2ccccc2nc1SCC(=O)N1CCCCC1)N1CCCCC1,-3,14,-0.8,-0.6,5,10,0.1,1.2,0.3,0.0,-0.9
CCN1CCN(CCC(=O)Nc2cc(OC)cc(OC)c2)CC1,-1,7,-1.5,-0.9,-6,-6,-0.5,0.4,0.2,0.1,-1.1
CCN(CC)C(=S)Nc1c(C)n(C)n(-c2ccccc2)c1=O,-3,3,-1.5,-0.2,-3,1,4.5*,-2.4,0.3,0.2,-3.7
CCOc1ccc(C(C)=O)cc1Cn1nc(C(=O)O)c2ccccc2c1=O,3,8,-0.9,-2.0,16,-6,-0.9,4.2,-0.1,0.4,0.6
NC(=O)c1ncn([C@@H]2O[C@H](C(=O)N[C@H](Cc3c[nH]c4ccccc34)C(=O)N3CCN(C(=O)N4CCCCC4)CC3)[C@@H](O)[C@H]2O)n1,-1,7,-1.3,-0.6,3,4,·,·,-0.1,1.6,0.4
COc1ccc(/C=C/C(=O)Nc2ccc(C34CC5CC(CC(O)(C5)C3)C4)cc2)cc1OC,9.9*,-5,-1.0,-1.4,3,-32,-1.9,8.0*,-1.4,8.9*,-1.2
CN1C(=O)C(O)(C2CCCCCC2=O)c2ccccc21 (stereo not given),0,9,-0.9,-1.6,-1,0,0.9,0.5,0.1,-0.1,-1.7
C[C@H](O)[C@@H]1C(=O)N2CCc3ccc(-c4ccccc4)cc3[C@@H]2C[C@@H]1N(C)C(=O)NC1CCCCC1,-4,0,-0.5,0.3,-1,-1,-1.3,-1.2,0.2,-3.0,-2.7
O=C(CNc1cccc(F)c1)Nc1cccc(S(=O)(=O)N2CCCCC2)c1,-2,3,-0.7,-1.2,2,1,-0.8,-0.1,0.6,0.7,-0.2
O=C(NCc1ccccc1)C(c1ccccc1)N(C(=O)c1csnn1)c1ccc(F)cc1 (stereo not given),2,-3,-0.4,-1.1,-15,3,-0.5,-2.1,-0.1,-0.2,-3.4
CN(CC(O)COC(c1ccccc1)c1ccccc1)C1CCCCC1 (stereo not given),-3,-11,-0.4,0.5,-20,-1,-0.7,-3.8,-0.4,-0.3,3.1
CN(C(=O)COc1cc(=O)n(C)c2ccccc12)c1ccc(Br)cc1,-1,-3,0.4,6.8*,-1,12,0.6,2.6,0.2,-0.3,0.6
CC(C)C(=O)Nc1cccc(NC(=O)c2cccc([N+](=O)[O-])c2)c1,-3,3,-1.3,-2.2,-7,10,5.5*,-2.2,0.3,-1.8,-0.3
CC(C)(C)C1CCc2onc(C(=O)O)c2C1 (stereo not given),-2,2,-0.8,-1.6,1,-5,1.6,2.6,-0.4,-0.3,1.6
Cc1cc(=O)oc2cc(OCC(O)Cn3ccnc3)ccc12 (stereo not given),1,0,-0.8,-3.0,-9,1,0.6,-1.8,-3.0,-0.4,0.0
O=C(CCCN=C1NS(=O)(=O)c2ccccc21)OCc1ccccc1,-2,-9,-1.0,-1.8,0,0,-0.3,-1.1,-0.2,-1.0,-2.6
CC(C)C(NS(=O)(=O)c1ccccc1F)C(=O)OCC(=O)NCc1ccco1 (stereo not given),-1,2,-0.9,-0.7,1,2,-0.2,-0.9,-0.7,-0.6,-1.2
COc1cccc(NC(=O)c2cc(-c3cccnc3)nc3c(Cl)cccc23)c1,-1,-1,-0.2,0.9,-2,-7,-0.9,-2.5,-0.4,0.0,2.0
COc1ccccc1NC(=O)Cn1nnc2sc3c(c2c1=O)CC(C)(C)OC3,0,0,-1.4,-0.5,-3,5,·,1.3,0.5,0.1,-1.6
Cc1cc(C(=O)CN2C(=O)C(=O)N(C)C2=O)c(C)n1-c1cccc(S(=O)(=O)N2CCOCC2)c1,1,3,-1.2,-0.3,0,-5,2.7,0.0,-0.5,-0.2,-3.2
Cc1ccc2nc(SCC(=O)Nc3cccc(S(N)(=O)=O)c3)[nH]c2c1,-2,-5,-1.5,0.5,-1,-1,-0.9,0.5,0.1,0.5,3.1
COc1ccc(CCNC(=O)CSc2nnnn2-c2ccc(OC)c(OC)c2)cc1OC,0,-4,-0.7,0.7,-3,8,0.3,1.2,0.8,-0.5,-1.4
CCOc1ccc(CCN2C(=O)C3C4C=CC(C4)C3C2=O)cc1OCC (stereo not given),2,-1,-1.6,-2.1,-2,7,0.5,0.7,-0.6,0.7,-3.8
Cc1ccc(S(=O)(=O)N2CCCC2C(=O)O)s1 (stereo not given),-2,2,-1.7,-0.8,4,5,0.4,-0.9,-0.2,0.6,-0.9
Cc1c(Br)c([N+](=O)[O-])nn1C(C)C(=O)NCc1ccco1 (stereo not given),0,8,-0.4,-1.6,-3,6,-0.3,-3.5,-0.5,0.4,0.9
Cc1ccc(CNS(=O)(=O)c2ccc(F)c(F)c2)n1C,-2,-1,-0.5,0.6,-4,2,1.4,2.0,0.3,0.3,-2.9
CN(CCc1ccccc1)C(=O)c1ccc(NC(=O)Cc2ccc(NC(=O)C3CCCN(S(=O)(=O)c4cccc([N+](=O)[O-])c4)C3)cc2)cc1 (stereo not given),-1,2,-1.4,-1.7,1,1,0.2,-0.6,-0.1,-1.9,0.1
COCCNC(=O)c1cccc(S(=O)(=O)N2CC3(C)CC2CC(C)(C)C3)c1 (stereo not given),-1,1,-1.3,-1.0,0,-3,0.4,0.3,-0.4,1.0,-0.3
CC1CCCCC1NC(=O)CSc1nnc(C(F)(F)F)n1C (stereo not given),0,4,-1.0,-0.4,-1,-3,0.9,-0.6,0.4,-0.3,1.3
O=C(Nc1ccn(Cc2ccccc2)n1)c1ccc(F)cc1,3,6,0.9,3.7,8,7,-1.1,5.0,0.6,0.3,17*
CC1CN(C(=O)COC(=O)c2cc(=O)c3ccccc3o2)CC(C)O1 (stereo not given),2,0,-0.9,-2.0,-4,-1,0.1,-1.8,0.7,0.0,0.7
Cc1ccc(C(C)NC(=O)C2CCCC2)cc1C (stereo not given),-2,5,-1.5,-0.9,7,12,-0.2,0.9,-0.2,-0.1,0.1
NC(CCc1ccccc1)c1csc(NC(=O)Nc2cccc(Cl)c2)n1 (stereo not given),-3,2,-1.5,-0.6,-2,4,·,2.6,0.0,-0.5,0.5
CC(=Cc1ccccc1)C=C1SC(=S)N(CCCC(=O)Nc2ccc(C(=O)O)c(O)c2)C1=O,-2,2,-0.5,0.8,-3,-33,·,-5.2,-1.1,2.7,1.2

# An excerpt from above in order of the DAX1 inh-1 value, high to low.
molecule,DAX1 inh-1
Cc1cc(C(=O)CN2C(=O)C(=O)N(C)C2=O)c(C)n1-c1cccc(S(=O)(=O)N2CCOCC2)c1,2.7
Cc1ccc(CNS(=O)(=O)c2ccc(F)c(F)c2)n1C,1.4
Cc1cc(=O)oc2cc(OCC(O)Cn3ccnc3)ccc12 (stereo not given),0.6
CCOc1ccc(CCN2C(=O)C3C4C=CC(C4)C3C2=O)cc1OCC (stereo not given),0.5
CC(C)C(NS(=O)(=O)c1ccccc1F)C(=O)OCC(=O)NCc1ccco1 (stereo not given),-0.2
Cc1c(Br)c([N+](=O)[O-])nn1C(C)C(=O)NCc1ccco1 (stereo not given),-0.3

# Arranged by SMILES length (largest number first): three of the compounds above.
SMILES,SMARCA2 activ,GC-B act,ssDAF-12 act,hcDAF-12 act,NPR1 activator,sPLA2-III inh,DAX1 inh-1,GAA850 FXN act,KLK7 zymogen act,DAX1 inh-2,hgDAF12 agonist
CC(=Cc1ccccc1)C=C1SC(=S)N(CCCC(=O)Nc2ccc(C(=O)O)c(O)c2)C1=O,-2,2,-0.5,0.8,-3,-33,·,-5.2,-1.1,2.7,1.2
NC(CCc1ccccc1)c1csc(NC(=O)Nc2cccc(Cl)c2)n1 (stereo not given),-3,2,-1.5,-0.6,-2,4,·,2.6,0.0,-0.5,0.5
Cc1ccc(CNS(=O)(=O)c2ccc(F)c(F)c2)n1C,-2,-1,-0.5,0.6,-4,2,1.4,2.0,0.3,0.3,-2.9

# Following part:
SMILES,SMARCA2 activ,GC-B act,ssDAF-12 act,hcDAF-12 act,NPR1 activator,sPLA2-III inh,DAX1 inh-1,GAA850 FXN act,KLK7 zymogen act,DAX1 inh-2,hgDAF12 agonist
COc1ccccc1NC(=O)CSc1nnc(COc2ccccc2C)o1,-3,1,-1.0,-0.2,-4,-4,-0.5,2.2,-0.2,-0.4,0.2
O=C(CN1C(=O)c2cccnc2C1=O)c1ccccc1,0,-4,-0.8,1.0,6,3,1.8,4.0,1.4,-0.6,-0.3
CC(C)Cc1cc(CN2CCC(CO)(Cc3cccc(C(F)(F)F)c3)CC2)[nH]n1,-3,-4,-1.3,-0.5,-2,-14,0.5,-0.2,0.4,1.4,-1.6
CCC(C)NC(=O)c1c(-c2cc(Cl)c(OC)c(Cl)c2)noc1C (stereo not given),-1,-10,-0.8,-0.1,-5,2,1.4,-1.7,-0.4,-0.2,0.3
O=C(Nc1ccc2c(c1)CCC2)C1COc2ccccc2O1 (stereo not given),3,-1,0.0,4.1,3,2,1.4,3.6,0.4,2.9,12*
CCN(CC)Cc1c(C(=O)N/N=C/c2ccncc2)nnn1-c1nonc1N,-1,2,-1.0,-1.7,2,-4,1.1,-0.7,0.2,0.6,-1.3
Cc1c(N(C)S(=O)(=O)c2ccc(Cl)c(C(=O)NCC(C)(C)N3CCOCC3)c2)c(=O)n(-c2ccccc2)n1C,-2,3,-1.0,1.0,3,12,0.0,-0.7,-0.2,-0.8,2.3
O=[N+]([O-])c1ccc(F)cc1Oc1nc(-c2cccnc2)nc2ccccc12,0,2,-1.6,0.0,-6,-7,-1.0,-0.3,0.1,-3.2,-0.9
O=C(c1ccc(S(=O)(=O)NCc2ccco2)cc1)N1CCN(c2ccccc2)CC1,-2,1,-1.4,-2.6,-5,-10,-1.4,-0.2,0.2,-1.4,-1.3
O=c1cnnc(Nc2ccc(F)cc2)[nH]1,-1,-6,-0.8,-0.8,-2,1,-0.4,-0.5,0.2,-0.1,-0.9
O=S(=O)(c1ccc2ccccc2c1)N(CC(O)CN1CCOCC1)c1ccccc1 (stereo not given),0,-4,-1.4,-1.5,-10,-10,-0.1,1.7,-0.7,0.5,-1.5

# Compound activity deposited in PubChem BioAssay by several laboratories.
